Screening data deposited in PubChem BioAssay by several laboratories.
PrPC TRFRET – inhibitors of human cell surface prion protein PrPC. P04156. TR-FRET read-out. inhibition, % at 13.8 µM. 370,000 tested, 0.43% active. AID 720596; in the data active means inhibition above about 24%; further: 0% = median of the test wells and 100% = reference compound wells
CCHFV vOTU inh – CCHFV vOTU protease inhibition; 370,000 tested, 0.55% active; AID 651958; Pep-AMC fluorescence; inhibition, % at 11.5 µM; further: 0% = vehicle wells with enzyme and 100% = no enzyme wells
BoNT-A LC inh2 – BoNT A light chain protease inhibition. 360,000 tested, 0.17% active. inhibition, % at 10 µM. multiplex microsphere protease substrate cleavage, flow cytometry; in the data active means inhibition above about 30%; inconclusive means no clear call, values can overlap the other calls; further: plate controls were buffer without enzyme for full effect and enzyme alone for no effect
UGM FP inh – inhibitors of M. tuberculosis UDP-galactopyranose mutase; P9WIQ1; purified UGM, fluorescence polarization probe displacement; inhibition, % at 10 µM; 320,000 tested, 0.06% active; in the data active means inhibition above about 10%, passing the limit was not always enough; inconclusive means no clear call, values can overlap the other calls
Target sequence (P9WIQ1 whole entry, looked up): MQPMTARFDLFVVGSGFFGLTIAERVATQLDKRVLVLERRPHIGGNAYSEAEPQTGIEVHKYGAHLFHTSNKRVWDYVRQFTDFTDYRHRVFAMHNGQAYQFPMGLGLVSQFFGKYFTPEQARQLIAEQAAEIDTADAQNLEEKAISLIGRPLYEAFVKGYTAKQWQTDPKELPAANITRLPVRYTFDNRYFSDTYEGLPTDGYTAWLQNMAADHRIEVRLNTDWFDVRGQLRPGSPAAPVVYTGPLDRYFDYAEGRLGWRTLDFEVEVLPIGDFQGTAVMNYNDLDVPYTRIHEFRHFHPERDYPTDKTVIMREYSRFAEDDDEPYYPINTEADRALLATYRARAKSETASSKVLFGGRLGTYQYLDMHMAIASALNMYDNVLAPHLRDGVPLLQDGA
FadD28 FP inh – M. tuberculosis FadD28 bisubstrate binding inhibition | AID 588549 | FadD28 bisubstrate probe binding, fluorescence polarization | inhibition, % at 12.5 µM | 360,000 tested, 0.22% active; in the data active means inhibition above about 8.5%, passing the limit was not always enough; inconclusive means no clear call, values can overlap the other calls
Mtb FBA inh – inhibitors of M. tuberculosis fructose-bisphosphate aldolase; purified M. tuberculosis FBA, fluorescence read-out; P9WQA3; 360,000 tested, 2.3% active; inhibition, % at 1 µM; in the data active means inhibition above about 27%;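 further: 0% = vehicle and 100% = reference inhibitor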
Target sequence (P9WQA3 whole entry, looked up): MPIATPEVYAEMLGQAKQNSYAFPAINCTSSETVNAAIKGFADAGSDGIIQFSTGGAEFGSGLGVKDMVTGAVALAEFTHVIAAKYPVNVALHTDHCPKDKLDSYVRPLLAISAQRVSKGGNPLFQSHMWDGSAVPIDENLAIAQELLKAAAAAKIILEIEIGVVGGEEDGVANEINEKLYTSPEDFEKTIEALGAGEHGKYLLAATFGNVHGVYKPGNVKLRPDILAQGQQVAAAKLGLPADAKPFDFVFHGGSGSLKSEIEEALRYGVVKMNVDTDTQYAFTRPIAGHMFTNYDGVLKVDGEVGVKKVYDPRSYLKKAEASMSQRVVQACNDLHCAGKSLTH
Mtb BioA inh – blocks M. tuberculosis BioA enzyme activity | purified M. tuberculosis BioA enzyme, plate reader | inhibition, % at 9.99 µM | 360,000 tested, 0.096% active; in the data active means inhibition above about 40%; inconclusive means no clear call, values can overlap the other calls
GDH-TPI counter – counter-screen for M. tuberculosis FBA inhibitors: GDH-TPI coupled enzymes; GDH-TPI coupled enzyme counterscreen, NADH absorbance; inhibition, % at 4.8 µM; 360,000 tested, 1.2% active; AID 588335;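 further: 0% = DMSO wells and 100% = wells lacking the enzyme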
BoNT F protease – BoNT F light chain protease inhibition | Multiplex microsphere protease cleavage assay, flow cytometry | inhibition, % at 10 µM | 360,000 tested, 0.22% active; in the data active means inhibition above about 35%, passing the limit was not always enough; inconclusive means no clear call, values can overlap the other calls; further: plate controls were buffer without enzyme for full effect and enzyme alone for no effect
* hit, by the source's call; ? = inconclusive; . = not tested or not shown. Unless noted, no stated cut-off is given here; in the data, active means inhibition above about 30%; inactive means the rest.

SMILES	PrPC TRFRET	CCHFV vOTU inh	BoNT-A LC inh2	UGM FP inh	FadD28 FP inh	Mtb FBA inh	Mtb BioA inh	GDH-TPI counter	BoNT F protease
Cc1[nH]n(-c2ccc(Cl)cc2)c(=O)c1N=Nc1cccnc1	2	5	-1.5	2.2	-3.3	-1	.	4	-6
CC(CCc1ccccc1)NC(=O)COC(=O)C12CC3CC(CC(Br)(C3)C1)C2 (stereo not drawn)	-1	9	0.0	.	0.0	3	-2.7	10	0
CCN(CC)S(=O)(=O)c1ccc(Nc2cc(C)nc3ncnn23)cc1	2	-1	0.0	-0.6	-2.3	-2	0.5	6	-3
O=S(=O)(NC1c2cccc3cccc(c23)C1N1CCNCC1)c1ccccc1 (stereo not drawn)	-10	-18	-1.2	-1.2	-1.4	0	-1.5	14	-19
CCOC(=O)c1c[nH]c2c(Cl)ccc(Cl)c2c1=O	13	2	1.1	2.9	-2.8	-6	4.0	21	10
CC1CCC(CN2C(Nc3ccccc3)=NC[C@@H]2C)CC1 (stereo partly drawn)	0	-4	-0.5	-1.1	-3.8	-2	-5.8	0	-8
CCCCCCCCCCOC(=O)CCN1CC1	.	.	-0.4	.	-1.5	0	.	2	-4
Nc1ccn(C(C=O)CC(C=O)CO)c(=O)n1 (stereo not drawn)	-6	-2	-0.1	.	-2.0	4	-0.9	.	1
C=CCn1c(SCCN)nnc1-c1cccc(S(=O)(=O)N2CCOCC2)c1	0	1	-5.2	.	-2.6	2	-0.1	3	-9
CCC(C)NC(=O)c1cn(CC)c2cc(N3CCN(C(=O)c4ccco4)CC3)c(F)cc2c1=O (stereo not drawn)	-2	-19	-1.8	0.9	-1.1	54*	6.1	26	-1
Cc1ccc(C2NC(=S)NC3=C2C(=O)CCC3)cc1 (stereo not drawn)	-8	-5	-0.2	-0.1	-3.2	-3	.	-8	-7
O=[N+]([O-])c1ccc(CS(=O)(=O)N2CCN(c3ccccc3)CC2)cc1	0	4	-4.0	-2.5	-1.2	0	-2.1	-4	-2
O=C(NCCc1cccs1)C1CC(c2ccccc2[N+](=O)[O-])=NO1 (stereo not drawn)	-5	-7	-0.8	-2.9	-2.2	0	0.8	-8	-6
Cc1cccc(NC(=O)NCC(c2cccnc2)N2CCOCC2)c1 (stereo not drawn)	5	-8	0.6	1.7	-2.1	-2	-1.2	1	-10
COc1ccccc1N(CC(=O)NCC(C)C)S(=O)(=O)c1cccs1	6	-16	-0.8	1.1	-1.2	0	0.0	-2	-8
CCN(c1cccc(C)c1)S(=O)(=O)c1cc2[nH]c(=O)c(=O)[nH]c2cc1C	-5	2	-0.4	.	-1.0	8	-1.0	4	1
Cc1cc(C)n(-c2ccc(NC(=O)C3CCCCN3C(=O)c3ccoc3)cc2)n1 (stereo not drawn)	-4	-8	1.1	3.3	-1.4	2	-0.4	0	-4
CCOC(=O)[C@]12CCCC=C1N(Cc1ccc3c(c1)OCO3)C(=O)[C@H](CC(=O)N1CCOCC1)C2	4	15	-1.0	.	.	.	.	.	0
CC(C)CC(=O)Nc1nc(=S)ss1	-2	9	-0.7	2.0	-0.6	5	.	8	-10
O=C(c1ccc(NS(=O)(=O)c2ccc3[nH]c(=O)[nH]c3c2)cc1)N1CCN(c2ccccc2O)CC1	-2	-2	6.3	1.4	-1.6	1	0.1	1	9
Cc1ccsc1C(=O)N1CCC1(C)C(=O)NS(=O)(=O)c1ccccc1C(F)(F)F (stereo not drawn)	-1	0	-0.4	.	0.3	6	-0.5	3	-5
CCSc1nc(N)c(C#N)c(-c2ccccc2Cl)c1C#N	-1	-2	0.6	-1.4	-15	2	.	2	-6
S=C(NCc1ccco1)Nc1ccc(Br)cc1Cl	0	8	-0.5	-0.5	-5.1	0	.	-3	1
O=C(Nc1cccnc1)c1cccc(S(=O)(=O)Nc2ccccc2F)c1	-8	10	2.0	.	-2.8	2	2.3	16	12
CCc1nc2sc3c(c2c(=O)n1NC(=O)CCl)CCCC3	-8	-2	-1.4	2.0	-1.6	0	2.6	2	6
O=C(Nc1ccccc1)Nc1nc(-c2ccc(F)cc2)cs1	7	-1	-1.3	0.0	-1.2	-1	.	6	-7
CCCn1c(N)c(N(CCOC)C(=O)c2cc3ccccc3cc2OC)c(=O)[nH]c1=O	-4	3	1.0	-1.7	-2.7	0	-1.9	10	6
CSc1cccc(NC(=S)N(CCCN2CCCC2)Cc2cccs2)c1	5	10	-0.9	-2.6	-1.4	1	.	3	-8
Cc1ccc(Cc2nc(-c3ccncc3)no2)cc1	72*	11	-0.6	0.0	-2.5	1	.	-4	1
Cc1csc(=O)n1CCC(=O)OCc1nnc(-c2ccc([N+](=O)[O-])cc2)o1	-52	5	0.2	-0.9	0.4	3	2.6	8	-3
CC(C)(C)NC(=O)C(c1ccccc1)N(C(=O)C1CSC(=O)C1)c1ccccc1 (stereo not drawn)	0	10	-0.9	2.5	-1.2	-1	0.8	7	-9
CCCNC(=O)C/C(C)=N/NC(=O)COc1ccc(C)cc1Br	-8	10	-0.3	0.2	-2.0	0	14	8	-5
CC(=O)N(c1ccccc1C)C1CCCC1	-1	-14	0.1	1.1	-2.6	-3	-0.6	-6	-9
O=C(Nc1ccc(-c2ccc3nncn3n2)cc1)c1ccc(Br)o1	-10	-5	-0.1	3.3	-1.7	8	.	17	-9
CC(Nc1n[nH]c(=S)[nH]c1=O)C(=O)OCc1ccccc1 (stereo not drawn)	-11	13	-16	0.2	-2.0	0	-0.8	16	-47
CC(=O)Nc1cc(C(=O)N(C)Cc2ccco2)ccc1Sc1ccc(C)cc1	2	-2	-1.0	-0.3	-1.7	-3	-1.6	6	-7
Cc1ccc(-c2csc3nc(C)n(-n4c(C)ccc4C)c(=O)c23)o1	-2	0	-0.1	-2.1	0.9	4	-2.0	16	-8
Cc1cc2oc(C(=O)Nc3ccc(S(=O)(=O)Nc4onc(C)c4C)cc3)cc(=O)c2cc1Cl	-10	2	-0.5	3.6	2.6	7	3.4	13	-1
Cc1c(C(=O)O)cccc1[N+](=O)[O-]	4	-3	-0.4	0.3	-0.8	4	-0.3	1	-7
CCCC(=O)N1c2ccccc2[C@@H](N(C(C)=O)c2ccccc2)C[C@H]1C	-6	2	-0.5	-2.4	-0.5	1	-0.9	4	-5
Cc1ccc2c(c1)c(C)cc(=O)n2CCC(=O)O	-1	4	-0.9	3.4	2.9	4	0.6	9	-5
CCc1ccc(OCC(=O)Nc2cccc3c2CCCC3)cc1	3	11	0.5	-1.3	-3.2	-6	5.6	1	-5
O=C(O)/C=C/C(=O)N1CCN(C(c2ccccc2)c2ccccc2)CC1	-4	1	0.7	-2.0	-1.5	1	1.5	-2	-5
COc1cccc(C2C(C(N)=O)=C(C)Nc3nc(CCCO)nn32)c1 (stereo not drawn)	-10	7	-0.8	-0.6	.	0	-0.5	16	4
CC1(C(=O)Nc2ccc3nc[nH]c3c2)CCN1C(=O)c1ccccc1CCc1ccccc1 (stereo not drawn)	0	-5	-0.3	.	-2.1	1	0.5	-9	-2
CC(=O)N1c2ccc(S(=O)(=O)N3CCCC(C(=O)NCc4ccccc4)C3)cc2CC1C (stereo not drawn)	1	3	-1.0	-0.2	0.3	-1	0.1	7	-11
CSc1ccc(C#N)cc1NC(=O)c1ccccc1	9	5	-1.3	0.2	0.4	0	-1.9	-2	1
COc1ccc(-c2cc(C3CCN(c4cc(Cl)nc(N)n4)CC3)[nH]n2)cc1	15	-6	0.6	0.9	-6.8	1	2.8	2	-9
COc1ccc(C2=NOC(C(=O)NCc3ccccc3)C2)cc1 (stereo not drawn)	.	.	0.9	-2.3	-1.7	1	-1.4	4	-2
COc1ccccc1NC(=O)CN(C)S(=O)(=O)c1cc(C)ccc1OC	7	-4	-0.1	.	-0.8	-1	-2.4	9	2
O=C(Nc1ccccc1)O/N=C1/CCCc2occc21	9	-4	?	-0.1	-1.4	0	-0.7	-3	?
O=[N+]([O-])c1cc(C(F)(F)F)ccc1NCC1CCCO1 (stereo not drawn)	-4	-6	-5.8	1.9	-3.7	0	-3.8	-2	?
CCCN(CCC)C(=O)c1ccc2c(c1)OCO2	-1	-9	0.1	3.2	0.0	-1	.	6	2
CCOC(=O)c1ccccc1NC(=S)N1CC(C)CC(C)C1 (stereo not drawn)	-4	0	0.2	-1.7	-2.8	6	.	9	-3
O=C(COC(=O)c1cccnc1Cl)Nc1ncc(Cl)cc1Cl	-2	-2	0.1	1.7	-1.6	0	1.8	-2	2
Cn1nc(-c2ccccc2)c(-c2nc(-c3ccccc3Cl)no2)c1Cl	-8	-4	0.2	-0.3	-1.7	-1	-0.5	-1	-10
Cc1ccc(N(C)C(=O)c2cc(S(=O)(=O)N3CCCCC3)c[nH]2)cc1	-3	-6	-0.4	1.4	0.4	0	-0.1	-17	-8
Cc1ccc(OCCCC(=O)N2CCN(S(=O)(=O)c3cccc(F)c3)CC2)cc1	-6	-8	-5.2	7.5	-1.1	5	.	6	-4
Cc1ccc(-c2ccnc3c(Br)c(C)nn23)cc1	-14	7	3.1	-3.4	-0.4	0	-0.4	-1	8
Cc1nc(N2CCN(c3ccccn3)CC2)c2c(C)c(C(=O)N3CCN(c4ccccc4F)CC3)sc2n1	2	6	-1.5	-2.9	-3.6	-1	-0.5	-6	3

(list continues)
SMILES	PrPC TRFRET	CCHFV vOTU inh	BoNT-A LC inh2	UGM FP inh	FadD28 FP inh	Mtb FBA inh	Mtb BioA inh	GDH-TPI counter	BoNT F protease
CCc1cn(S(=O)(=O)c2ccccc2OC)nc1N	.	.	0.1	0.3	1.0	3	-1.1	4	0
Oc1ccc(Br)cc1/C=N/N1CCN(Cc2ccccc2)CC1	-1	10	-1.2	-6.0	-1.9	1	5.4	7	-18
CN(C(=O)COC(=O)c1cc2ccccc2cc1O)C1CCCCC1	7	11	.	-1.5	-4.8	-1	-0.9	7	.
COc1ccc(CN2CCOCC2)c(C)c1C	-3	-2	-0.5	-0.3	0.2	-2	0.8	-4	-2
O=C(NC1CCN(C(=O)c2cccc([N+](=O)[O-])c2)CC1)c1ccccc1	-12	0	-5.0	2.1	0.1	-1	.	3	?
OCCNCCOCCOc1ccccc1-c1ccccc1	5	10	0.3	-1.1	0.7	-4	0.4	2	0
O=C(C[n+]1ccccc1)N/N=C/c1ccccc1C(F)(F)F	-4	0	-1.3	-3.2	-3.2	-3	-1.7	5	14
C=CCn1c(=O)c2c(nc3n2CCCN3CCc2ccccc2)n(C)c1=O	9	-4	2.7	-0.8	0.4	-2	3.4	9	-2
CC(C)C[C@H](NC(=O)[C@@H](Cc1ccccc1)n1c(=O)[nH]c2ccccc2c1=O)C(=O)N[C@@H](Cc1ccccc1)C(=O)O	3	1	0.4	3.1	0.8	9	0.6	14	5
O=C(Nc1ccc([N+](=O)[O-])c(NC(=O)c2cccnc2)c1)c1cccnc1	-25	-8	-0.5	-2.1	0.6	0	3.9	1	-8
CCOc1ccc(S(=O)(=O)N2CCN(C(=O)c3ccncc3)CC2)cc1	-2	9	-0.3	-0.9	0.0	-1	-0.5	3	-8
CCCc1nc2ccc(C)cn2c1Cc1ccsc1	4	11	-0.3	.	-3.1	7	-0.3	.	-26
O=[N+]([O-])c1ccc(Cc2nnc(-c3ccc(F)cc3)o2)cc1	-8	13	-0.6	0.5	-4.0	-1	.	-10	-4

4 of the compounds above, as labelled records:
compound: COc1ccc(CN2CCOCC2)c(C)c1C
- PrPC TRFRET: -3
- CCHFV vOTU inh: -2
- BoNT-A LC inh2: -0.5
- UGM FP inh: -0.3
- FadD28 FP inh: 0.2
- Mtb FBA inh: -2
- Mtb BioA inh: 0.8
- GDH-TPI counter: -4
- BoNT F protease: -2

compound: OCCNCCOCCOc1ccccc1-c1ccccc1
- PrPC TRFRET: 5
- CCHFV vOTU inh: 10
- BoNT-A LC inh2: 0.3
- UGM FP inh: -1.1
- FadD28 FP inh: 0.7
- Mtb FBA inh: -4
- Mtb BioA inh: 0.4
- GDH-TPI counter: 2
- BoNT F protease: 0

compound: O=C(C[n+]1ccccc1)N/N=C/c1ccccc1C(F)(F)F
- PrPC TRFRET: -4
- CCHFV vOTU inh: 0
- BoNT-A LC inh2: -1.3
- UGM FP inh: -3.2
- FadD28 FP inh: -3.2
- Mtb FBA inh: -3
- Mtb BioA inh: -1.7
- GDH-TPI counter: 5
- BoNT F protease: 14

compound: O=[N+]([O-])c1ccc(Cc2nnc(-c3ccc(F)cc3)o2)cc1
- PrPC TRFRET: -8
- CCHFV vOTU inh: 13
- BoNT-A LC inh2: -0.6
- UGM FP inh: 0.5
- FadD28 FP inh: -4.0
- Mtb FBA inh: -1
- Mtb BioA inh: .
- GDH-TPI counter: -10
- BoNT F protease: -4
